Bioassay records: PubChem BioAssay, several laboratories
S1P4 antag: antagonists of human S1P4 receptor. O95977. S1P4-expressing cells, antagonist mode, reporter read-out. inhibition, % at 4.98 µM. 0.26% of 220,000 active. AID 1510; in the data active = inhibition above about 29%;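 note: 0% = wells stimulated with agonist and 100% = vehicle wells without agonist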
NPY1 pot ag: potentiates or activates human NPY-Y1 receptor | NPY-Y1 expressing cells, potentiator/agonist activation | AID 1304 | P25929 | activation, % at 3.6 µM | 0.37% of 220,000 active; in the data active = activation above about 33%, passing the limit was not always enough;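 note: cells stimulated with NPY at EC10 then isoproterenol at EC100; 0% = low agonist plus stimulus and 100% = saturating agonist plus stimulus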
Target sequence (P25929 whole entry, looked up): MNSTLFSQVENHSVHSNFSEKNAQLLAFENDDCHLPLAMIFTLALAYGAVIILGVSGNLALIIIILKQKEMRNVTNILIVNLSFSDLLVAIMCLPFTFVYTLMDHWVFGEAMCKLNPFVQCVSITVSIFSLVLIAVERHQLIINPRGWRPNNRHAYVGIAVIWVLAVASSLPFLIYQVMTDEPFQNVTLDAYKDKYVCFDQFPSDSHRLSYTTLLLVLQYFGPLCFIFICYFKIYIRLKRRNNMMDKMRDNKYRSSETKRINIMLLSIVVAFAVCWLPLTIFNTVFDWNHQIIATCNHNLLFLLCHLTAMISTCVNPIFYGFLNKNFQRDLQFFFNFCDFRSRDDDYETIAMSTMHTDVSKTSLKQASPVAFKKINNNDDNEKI
NPY-Y2 PAM-ag: human NPY-Y2 potentiation or agonism, primary screen; cells expressing NPY-Y2, potentiator/agonist read-out; 0.45% of 220,000 active; AID 1359; activation, % at 3.6 µM; P49146; in the data active = activation above about 27%;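 note: cells stimulated with NPY near EC25 plus isoproterenol at EC100; 0% = vehicle plus submaximal agonist and 100% = vehicle plus saturating agonist; some results beyond the cut were filed as inactive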
Target sequence (P49146 whole entry, looked up): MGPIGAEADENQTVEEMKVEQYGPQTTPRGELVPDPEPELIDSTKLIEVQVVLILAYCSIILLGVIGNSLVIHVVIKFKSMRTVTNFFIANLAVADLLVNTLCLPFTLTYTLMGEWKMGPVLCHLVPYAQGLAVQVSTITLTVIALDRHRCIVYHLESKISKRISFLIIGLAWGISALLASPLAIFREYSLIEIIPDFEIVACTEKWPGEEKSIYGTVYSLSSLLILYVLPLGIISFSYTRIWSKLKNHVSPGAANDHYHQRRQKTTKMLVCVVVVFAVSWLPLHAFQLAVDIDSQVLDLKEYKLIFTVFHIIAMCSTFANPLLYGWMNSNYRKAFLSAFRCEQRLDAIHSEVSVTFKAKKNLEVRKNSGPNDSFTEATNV
NPY Y1 blocker: antagonists of human neuropeptide Y receptor Y1 | HEK293-CNG Y1 cells, membrane potential fluorescence; NPY at EC95, then isoproterenol | inhibition, % at 3.6 µM | 1% of 200,000 active;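 active = inhibition above the campaign mean inhibition of all tested compounds plus 3 SD, cut at about 20% in these data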;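 note: 0% = DMSO wells given NPY plus isoproterenol and 100% = isoproterenol alone without NPY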
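Benchmarks – high control isoproterenol alone, low control NPY with isoproterenol · Material – HEK293 Y1/CNG channel cell line · Times – dye 3 h, compound 60 min room temperature, stimulation 45 min · Probe or stimulus – NPY (25 nM), isoproterenol (1 µM), Ro 20-1724 (25 µM) · Evaluation – % inhibition of NPY effect · Signal – fluorescence, membrane potential probe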
S1P4 agonist: agonists of human S1P4 receptor | 0.35% of 220,000 active | activation, % at 4.98 µM | S1P4-expressing cell line, agonist reporter assay; in the data active = activation above about 11%;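 note: 0% = DMSO vehicle and 100% = reference agonist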
CHOP inh: inhibitors of CHOP induction in ER stress response; inhibition, % at 10 µM; 3.8% of 220,000 active; CHO-K1 CHOP-promoter luciferase, tunicamycin-induced, 15-18 h;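 active = compounds that reduced the stress-induced luciferase reporter signal by more than about 70% of percent inhibition, limit read from the data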;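 note: 0% = tunicamycin plus vehicle and 100% = wells without tunicamycin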
zfTRPN1 agonist: agonists of zebrafish TRPN1 channel; HEK293 zebrafish TRPN1-YFP, Fluo-8 calcium fluorescence; 100% = response to 87 µM carbachol; 0.18% of 220,000 active; AID 1424; activation, % at 3 µM;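 active = activation above its plate's cutoff, the mean activation of test wells on that plate plus 3 SD, cut at about 19% in these data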;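 note: 0% = DMSO alone and 100% = 87 µM carbachol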
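Material: zebrafish TRPN1-YFP in HEK293 cells; Doses: single test compound dose, 3 µM nominal, 0.3% DMSO; Timing: dye loading 1 h at 37 °C, then 30 min room temperature; Technique: intracellular calcium fluorescence with Fluo-8; Benchmarks: high carbachol 87 µM, low DMSO alone.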
TRPML3 agonist: agonists of human TRPML3 channel. 0.29% of 220,000 active. HEK293 TRPML3-YFP, Fluo-8 calcium fluorescence; 100% = the carbachol control signal. activation, % at 3 µM;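 active = activation above its plate's cutoff, the mean activation of the plate's test wells plus 3 SD, cut at about 12% in these data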;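 note: 0% = DMSO only wells and 100% = carbachol wells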
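system = HEK293 cells stably carrying human TRPML3-YFP | doses = one concentration, 3 µM nominal, 0.3% DMSO | timing = dye loading 1 h 37 °C then 30 min ambient, 125 s read | detection = Fluo-8 calcium dye fluorescence, ex 470-495, em 515-575 nm | benchmarks = high control carbachol 87 µM, low control DMSO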
EP2 mod: modulators of human EP2 prostaglandin E2 receptor. EP2-expressing cells, cAMP HTRF FRET, PGE2 co-stimulation. 0.83% of 260,000 active. AID 940. P43116. induction, % at 25 µM;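 active = compounds whose cAMP rise, as percent of the full-agonist control response, exceeds 60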;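 note: rat C6 glioma line stably carrying human EP2 under a CMV promoter; the protocol text gives 20 µM as final concentration; 100% = response of wells given 1 µM PGE2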
* marks the source's active call; other numbers are inactive results; x = no result given; & = joins results of further samples.

SMILES	S1P4 antag	NPY1 pot ag	NPY-Y2 PAM-ag	NPY Y1 blocker	S1P4 agonist	CHOP inh	zfTRPN1 agonist	TRPML3 agonist	EP2 mod
CCc1ccc(OCC2c3cc(OC)c(OC)cc3CCN2C(=S)NCCOC)cc1 (stereo not drawn)	7	-15	-1	11	-2.8	23	0.9	1.2	10
O=C(NCC1CCCO1)C(c1cccnc1)N(C(=O)Cc1cccs1)c1cccnc1 (stereo not drawn)	10	-3	2	1	0.8	16	-0.9	-0.3	16
COC(=O)c1c(C)cc(C)c2c1CC(C)(C)C2=O	18	-10	4	x	0.2	-1	-1.1	0.4	3
COc1cccc(-c2nc(N3CCCCC3C)c3ccccc3n2)c1O (stereo not drawn)	-14	15	15	6	2.0	38	-1.3	-1.2	53
CCc1ccc(NC(=O)N(C2CCCCC2)C(C)c2cccnc2)cc1 (stereo not drawn)	0	-11	4	1	0.3	8	-0.5	0.4	5
Cc1ccc(S(=O)(=O)Nc2cccc(-c3cn4ccsc4n3)c2)cc1	-5	-47	-10	3	1.5	35	1.3	-0.4	-9
Cc1ccc(OCCCN2C(=O)C(=O)c3cc(C)ccc32)cc1	-2	-31	-10	9	0.7	51	-0.1	0.5	21
Cc1cc(NC(=O)CSc2nnc(COc3ccccc3)o2)no1	0	-13	4	-2	-2.3	12	-0.1	0.9	10
CCOC(=O)c1cnn(CCOC(=O)Cc2cccs2)c1NC(=O)Cc1cccs1	3	4	1	2	4.1	-7	-0.5	0.3	33
Cc1cc2ncc(Cl)nc2cc1C	11	11	7	6	1.1	25	1.6	0.8	34
COCCCNC(=O)CCNS(=O)(=O)c1ccc(C)cc1	-3	2	-15	6	-0.5	-50	0.1	0.5	8
Cn1cc(CNC(=O)C2CCCCC2)cn1	-24	8	12	1	0.2	1	0.1	1.1	-12
Cc1cc(C)c(C(N)=O)c(NCCc2ccccc2)n1	-50	10	-2	-2	-0.2	12	-0.6	-0.7	16&0
CCCCn1c(NC(=O)c2ccccc2)nc2ccccc21	2	-43	-47	14	3.2	4	-3.3	-1.3	49
N/C(=N\OC(=O)c1ccc2ccccc2c1)c1cccc([N+](=O)[O-])c1	-24	-26	5	-5	1.1	-16	-0.1	0.9	16
CCn1c(Cc2ccc(OC)cc2)nnc1SCC(=O)N1CCN(c2ccccc2)CC1	4	4	1	9	0.3	-3	0.5	0.3	-4
Oc1ccc2c(c1)oc1cc(O)ccc12	6	-4	-3	2	1.4	23	-0.8	-0.6	-26
CCN(CC)S(=O)(=O)c1cc(NC(=O)C(C)N(C)CC(=O)Nc2c(C)cccc2C)ccc1C (stereo not drawn)	-6	-7	5	0	-0.5	18	-0.4	0.6	-11
CCOc1ccc(NC(=O)CC2C(=O)N(c3ccc(OC)cc3)C(=S)N2Cc2ccccn2)cc1 (stereo not drawn)	5	5	10	-6	-0.4	25	1.7	0.8	11
COC(=O)c1ccccc1NC(=O)CN1CCC(NC(=O)c2ccc(C)cc2)CC1	0	-15	-1	-1	-0.1	59	0.5	0.5	-35
S=C(Nc1ccccc1)N1CCN(C(=S)c2ccccc2)CC1	-5	6	4	3	-1.0	-29	0.3	1.1	-21
Cc1cc(NC(=O)c2ccco2)ncc1NC(=O)CCc1ccccc1	-7	-7	-8	3	-2.1	4	0.6	0.7	22
CCCCn1c(=S)[nH]c2cc(S(=O)(=O)N3CCCCC3)ccc21	5	-8	-4	4	-1.1	29	0.1	0.7	8
FC(F)(F)c1ccc2c(c1)NCC1CCCN21 (stereo not drawn)	6	8	18	-6	-0.8	5	-1.5	0.2	5
CCC(Sc1nc2sc(C(=O)OC)c(C)c2c(=O)n1N)C(=O)N(CC)CC (stereo not drawn)	-9	-18	-13	8	0.9	13	0.4	0.2	19
CCS(=O)(=O)N1CCCC(C(=O)NC2CCCCC2)C1 (stereo not drawn)	-15	8	8	0	-0.9	-2	2.2	0.9	8
Cc1ccc(-c2nnn(CC(=O)N(c3cccc(F)c3)C(C(=O)NC(C)(C)C)c3ccco3)n2)o1 (stereo not drawn)	-21	10	6	4	2.2	95*	-1.4	-0.1	18
CCS(=O)(=O)N1CCN=C1SCc1cccnc1	-2	-4	-2	0	-1.0	-2	0.3	1.0	8
CCCCNC(=S)N1CCN(c2ccccc2Cl)CC1	-5	-9	-6	9	0.6	32	-1.0	0.6	-48
Cc1cccc(C(=O)NNC(=O)c2ccccc2)c1	-9	12	-3	1	-1.1	-20	-1.3	0.0	-14
CCN(CC)CCNC(=O)Cn1cnc2sc(C)c(S(=O)(=O)N3CCOCC3)c2c1=O	-12	-1	5	4	-0.1	-1	-1.1	0.2	19
NC(=O)CSc1nnc(Cn2c(=O)sc3ccccc32)n1CCc1ccccc1	-7	1	15	-3	0.6	7	1.1	-0.3	-14
CCC(CC)C(=O)Nc1cccc(C(=O)N2CCOCC2)c1	-15	-21	-7	1	0.9	-8	0.0	0.2	-3
CCOC(=O)c1[nH]c2ccccc2c1NC(=S)Nc1ccccc1	1	-38	2	2	1.8	6	-1.5	0.4	30
COc1ccccc1NC(=O)CSc1nccc(=O)[nH]1	-12	-24	-4	4	-0.5	31	-0.7	0.2	9
C=CCn1c(Oc2cccc(C)c2)nc2c1c(=O)n(C)c(=O)n2C	-16	0	-3	2	0.8	19	-2.0	-1.2	37
Cc1nc2ccc(S(=O)(=O)N(C)CC(=O)NCc3ccc4c(c3)OCO4)cc2s1	7	-35	-25	6	-0.4	38	-0.5	-0.8	-31
Cc1nc(NC(=O)c2ccccc2)sc1-c1csc(NCc2ccccc2)n1	5	1	1	-3	-2.2	9	2.8	1.4	0
CC1Oc2ccccc2OC1(O)c1ccc2ccccc2n1 (stereo not drawn)	-13	11	-7	6	1.2	34	-0.4	0.5	16
CCn1c(=O)n(CC(=O)Nc2ccc(F)cc2)c(=O)c2ccccc21	2	-7	2	4	1.7	26	1.0	0.0	-19
FC(F)(F)c1ccc(Cl)c(-n2c(-c3cc(-c4ccco4)[nH]n3)n[nH]c2=S)c1	7	-12	-10	x	0.5	-26	0.8	1.0	-4
Cn1c(=O)n(C)c2cc([N+](=O)[O-])c(N3CCN(C(=O)c4ccccc4Cl)CC3)cc21	-13	0	10	4	0.1	16	5.3	2.2	2
Oc1csc(Cc2nc(-c3ccc4ccccc4c3)cs2)n1	-16	-8	6	-4	2.2	-3	-0.1	0.0	-40
CCOc1ccc(-n2c(SCC(=O)NCc3ccco3)nc3ccccc3c2=O)cc1	3	-12	1	-1	0.9	4	-0.8	-0.1	9&-3
CCOC(=O)c1oc2nc(C)c3c(c2c1N)CC(C)(C)OC3	-2	-13	8	4	0.1	32	1.1	0.1	3

CHOP inh, entries above that show a hit.
structure | S1P4 antag | NPY1 pot ag | NPY-Y2 PAM-ag | NPY Y1 blocker | S1P4 agonist | CHOP inh | TRPML3 agonist | EP2 mod
Cc1ccc(-c2nnn(CC(=O)N(c3cccc(F)c3)C(C(=O)NC(C)(C)C)c3ccco3)n2)o1 (stereo not drawn) | -21 | 10 | 6 | 4 | 2.2 | 95* | -0.1 | 18

Continuation.
SMILES	S1P4 antag	NPY1 pot ag	NPY-Y2 PAM-ag	NPY Y1 blocker	S1P4 agonist	CHOP inh	zfTRPN1 agonist	TRPML3 agonist	EP2 mod
O=C(c1cccc(C(F)(F)F)c1)N1CCC(O)(CS(=O)(=O)Cc2ccccc2Cl)CC1	-25	19	11	6	0.6	-19	2.8	0.3	-20
O=[N+]([O-])c1cccnc1N1CCC(c2cc(-c3ccc(Cl)cc3Cl)n[nH]2)CC1	5	-6	9	0	0.8	92*	-0.4	0.2	-33
COc1cc(CN2CCN(Cc3ccc(C)cc3)CC2)c([N+](=O)[O-])cc1OC	-11	12	2	1	-1.4	-2	-0.7	-0.8	21
COc1cccc2sc(Nc3nc(-c4ccncc4)cs3)nc12	5	40*	35*	-14	2.1	-24	-0.2	-0.4	-14
CCCCn1c(=O)[nH]c(=O)c2c1nc(-c1ccc3ccccc3c1)n2CC	-19	8	-1	-2	0.6	37	0.1	1.1	46
Cc1cc(C)cc(NC(=S)NCc2ccc3c(c2)OCO3)c1	-10	-78	-52	30*	0.0	x	-1.5	-0.9	x
Oc1ccc(/C=N\Nc2nncc(-c3ccccc3)n2)cc1	-6	-5	-19	x	0.1	-33	-0.2	0.5	-1
Cn1c(=O)c2c(ncn2CC(=O)N/N=C/C=C/c2ccccc2[N+](=O)[O-])n(C)c1=O	2	7	-7	x	0.6	6	-1.2	0.5	-89
O=C(COC(=O)CNC(=O)c1ccccc1)Nc1ccc(S(=O)(=O)N2CCCC2)cc1	-19	-8	-6	5	0.3	-9	1.9	1.6	-2
CCOC(=O)Cc1csc(SCC(=O)Nc2cc(Cl)ccc2Oc2ccccc2)n1	11	9	-23	6	3.0	34	-0.9	-0.8	37
CCOC(=O)C(CC)n1nc(C)n2c(cc3sccc32)c1=O (stereo not drawn)	-5	-9	-21	2	-0.7	x	-0.9	-0.6	x
CC(C)OC(=O)CSc1nnc(-c2cccnc2)n1N	-3	0	4	-5	0.4	5	0.1	0.3	1
COc1cc(/C=C2/NC(=O)N(CC(=O)Nc3cccc(C)c3)C2=O)ccc1OCC(N)=O	-28	2	18	0	0.7	24	0.6	0.7	14
O=C(CN1CCCN(S(=O)(=O)c2ccc(Br)cc2)CC1)Nc1ccc2cn[nH]c2c1	9	-13	-7	4	-0.9	x	0.7	0.4	x
O=c1c2ccccc2nnn1CCN1CCOCC1	-2	13	8	-8	1.7	21	-0.5	0.7	14
Cc1onc(-c2ccccc2Cl)c1C(=O)NCc1ccc(N2CCCC2=O)cc1	-15	3	-6	-8	-0.4	18	2.4	0.5	39
CC(C(=O)N1CCN(Cc2ccccc2)CC1)c1ccc([N+](=O)[O-])cc1 (stereo not drawn)	-9	-24	5	x	1.0	-12	2.1	1.4	-34
FC(F)(F)c1nnc(-c2ccccc2)nc1Sc1ccccc1	-14	-17	-9	4	-0.7	109*	-0.6	0.6	75*
Cn1c(OCc2cccnc2)nc2c1c(=O)n(Cc1ccc(Br)cc1)c(=O)n2C	-27	9	-3	2	-0.4	25	1.9	0.7	-34
CCOC(=O)c1sc2ncn(/N=C/c3cccnc3)c(=O)c2c1C	-2	9	-22	4	1.0	17	0.7	0.8	-19
NCc1c(O)ccc2ccccc12	-6	-15	-29	x	1.6	22	0.5	1.4	-27
CCC(C)NC(=O)CCC(=O)NNc1nc2ccccc2c2nc(C)nn12 (stereo not drawn)	0	-8	-1	4	-0.1	13	-0.4	0.6	12

Of the compounds above, these have bromine.
SMILES	S1P4 antag	NPY1 pot ag	NPY-Y2 PAM-ag	NPY Y1 blocker	S1P4 agonist	CHOP inh	zfTRPN1 agonist	TRPML3 agonist	EP2 mod
O=C(CN1CCCN(S(=O)(=O)c2ccc(Br)cc2)CC1)Nc1ccc2cn[nH]c2c1	9	-13	-7	4	-0.9	x	0.7	0.4	x
Cn1c(OCc2cccnc2)nc2c1c(=O)n(Cc1ccc(Br)cc1)c(=O)n2C	-27	9	-3	2	-0.4	25	1.9	0.7	-34
